# CHRM1 PAM: positive allosteric modulators of human M1 muscarinic receptor. P11229. AID 588819. actives 0.088% (n = 360,000). CHO-K1 hM1, Fluo-8 calcium fluorescence, ACh EC20; 0% = ACh EC20, 100% = maximal ACh. activation, % at 3 µM; in the data active = activation above about 19%, passing the limit was not always enough
# Target sequence (P11229 whole entry, looked up): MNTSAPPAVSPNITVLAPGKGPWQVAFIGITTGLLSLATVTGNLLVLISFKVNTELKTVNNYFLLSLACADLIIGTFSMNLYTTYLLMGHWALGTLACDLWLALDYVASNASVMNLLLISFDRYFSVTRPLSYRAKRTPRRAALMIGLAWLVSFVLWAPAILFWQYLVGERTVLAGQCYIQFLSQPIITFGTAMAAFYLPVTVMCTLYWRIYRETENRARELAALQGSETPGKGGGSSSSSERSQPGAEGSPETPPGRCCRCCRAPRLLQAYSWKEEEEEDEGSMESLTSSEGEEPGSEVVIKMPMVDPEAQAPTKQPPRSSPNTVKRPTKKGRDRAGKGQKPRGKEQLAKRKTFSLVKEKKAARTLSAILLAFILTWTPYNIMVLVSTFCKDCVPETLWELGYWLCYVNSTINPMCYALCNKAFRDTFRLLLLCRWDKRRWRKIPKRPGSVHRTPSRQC
# CRFBP-R2 agonist: CRF-BP/CRF-R2 complex agonism; activation, % at 13.2 µM; actives 0.46% (n = 350,000); HEK293 CRF-R2/CRF-BP, calcium dye fluorescence (FLIPR); percent of saturating CRF peptide response;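 active = activation of at least 50%, plus an integration ratio under a set limit after plate pattern correction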;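 note: plate controls were neutral control wells without compound for no effect and CRF at EC100 for full effect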
# CHRM5 antagonist: CHRM5 antagonism in calcium assay; CHO-hM5 cells, Fluo-8 calcium fluorescence, ACh EC80; inhibition, % at 3 µM; actives 0.59% (n = 360,000);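 active = inhibition above a per-plate cutoff, the mean of that plate's test compounds plus 3 SD, cut at about 27% in these data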;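 note: 0% = acetylcholine EC80 with DMSO and 100% = DMSO without agonist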
# CHRM1 antagonist: human CHRM1 antagonism | P11229 | CHO-K1 hM1, Fluo-8 calcium fluorescence, ACh EC80 antagonist | inhibition, % at 3 µM | actives 1.3% (n = 360,000) | AID 588852;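 active = percent inhibition above its own plate's cutoff, namely the mean of that plate's compound wells plus 3 SD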;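 note: peak over basal fluorescence ratio during 140 s after agonist addition; 0% = ACh EC80 plus DMSO and 100% = DMSO alone without agonist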
# M4 PAM: CHRM4 positive allosteric modulation; CHO-K1 hM4/Gqi5, Fluo-8 calcium fluorescence, ACh EC20; 0% = ACh EC20, 100% = maximal ACh; P08173; actives 0.4% (n = 360,000); activation, % at 3 µM;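 active = activation above its plate's cutoff, the mean activation of sample wells plus 3 SD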; note: some results filed as inactive read as strong as hits
# Target sequence (P08173 whole entry, looked up): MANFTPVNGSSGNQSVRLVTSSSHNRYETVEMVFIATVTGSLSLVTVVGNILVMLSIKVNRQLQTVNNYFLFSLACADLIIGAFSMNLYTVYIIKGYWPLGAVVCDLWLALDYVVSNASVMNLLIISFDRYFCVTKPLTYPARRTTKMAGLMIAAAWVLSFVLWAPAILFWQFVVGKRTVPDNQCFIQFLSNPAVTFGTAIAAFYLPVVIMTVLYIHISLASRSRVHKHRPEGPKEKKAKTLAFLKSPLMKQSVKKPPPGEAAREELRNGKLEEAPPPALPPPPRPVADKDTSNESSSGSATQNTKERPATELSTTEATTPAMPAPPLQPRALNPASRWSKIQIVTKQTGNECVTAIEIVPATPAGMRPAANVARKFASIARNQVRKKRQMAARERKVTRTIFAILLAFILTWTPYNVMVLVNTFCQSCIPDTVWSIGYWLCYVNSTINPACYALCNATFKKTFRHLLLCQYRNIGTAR
# CHRM4 antagonist: blocks acetylcholine activation of human M4 receptor. actives 0.73% (n = 360,000). AID 624125. inhibition, % at 3 µM. P08173. CHO-hM4 cells, ACh EC80, Fluo-8 calcium fluorescence;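 active = inhibition above its plate's cutoff, the mean inhibition of sample wells plus 3 SD, cut at about 27% in these data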;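 note: 0% = acetylcholine EC80 with DMSO and 100% = DMSO without agonist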
# M5 ag: CHRM5 agonism in calcium assay; P08912; CHO-K1 hM5 cells, Fluo-8 calcium fluorescence; 0% DMSO wells, 100% maximal acetylcholine response; activation, % at 3 µM; actives 0.19% (n = 360,000); AID 624037;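 active = activation above the run's mean over test compounds plus 3 SD, cut at about 23% in these data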;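 note: signal is peak over basal fluorescence ratio across the kinetic read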
# M5 PAM: potentiates acetylcholine response at human M5 receptor; P08912; CHO-K1 hM5, Fluo-8 calcium, ACh EC20 PAM; 0% = ACh EC20, 100% = ACh EC100; activation, % at 3 µM; actives 0.3% (n = 360,000); AID 624038;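 active = activation above the run cutoff, the mean activation of all test compounds plus 3 SD, cut at about 18% in these data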
#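 Assay system: CHO-K1 hM5 cells / Incubation: Fluo-8 loading 80 min at 37 °C plus 30 min room temperature / Technique: Fluo-8 calcium dye fluorescence, kinetic read / Repeats: single replicate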
# M4 ag: agonists of human muscarinic M4 receptor (CHRM4); actives 0.14% (n = 360,000); AID 624127; CHO-K1 hM4/Gqi5, Fluo-8 calcium fluorescence; vehicle 0%, full acetylcholine response 100%; activation, % at 3 µM; P08173;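 active = activation above the run mean over all test wells plus 3 SD, cut at about 32% in these data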;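 note: peak over basal fluorescence ratio per well then scaled between controls; 0% = DMSO wells and 100% = acetylcholine at EC100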
# Numbers without * were called inactive; x = no result given.
# Value order: M4 PAM	M4 ag	M5 ag	CHRM1 PAM	CRFBP-R2 agonist	CHRM5 antagonist	CHRM4 antagonist	M5 PAM	CHRM1 antagonist
> Cc1c(Nc2cc(Cl)c3nonc3c2[N+](=O)[O-])c(=O)n(-c2ccccc2)n1C
→ -1	0	0	1	-7.6	7	7	-4	13
> CC(C)(C)CN1CCNC(=O)C1CC(=O)NCCc1ccccc1C(F)(F)F (centres undefined)
→ 1	1	-3	4	0.3	0	2	6	5
> CCOC(=O)N1CCN(c2ncnc3c2cnn3-c2ccc(OC)cc2)CC1
→ 28*	3	5	1	1.8	-9	-10	0	3
> COc1ccc(CNC(=O)[C@@H](NC(=O)C2CCN(S(=O)(=O)c3ccccc3)CC2)C(C)C)cc1
→ 7	2	-4	5	0.4	1	-4	-3	-3
> CCCn1nnc(NCc2ccc(OCc3cccs3)c(OC)c2)n1
→ 11	0	0	2	-3.1	6	13	4	2
> O=C(O)c1ccccc1C(=O)Nc1ccc(S(=O)(=O)Nc2ccc(F)cc2)cc1
→ -6	3	-4	0	1.2	9	-3	-4	-11
> Cc1ccc(C(=O)NC2CCN(CCCC(=O)c3ccc(F)cc3)CC2)cc1
→ -3	-1	-9	1	-4.9	9	-2	0	-10
> C=CCSc1nncn1/N=C/c1ccc(OC)cc1
→ 0	0	0	1	3.3	-3	-12	-5	-4
> Cc1cc(C(=O)Nc2ccc(F)cc2C)cs1
→ 6	2	-3	2	-2.0	0	-9	-1	-2
> O=C(CNCc1ccccc1)Nc1cccc(Cl)c1Cl
→ -5	0	-5	20	-3.0	-2	-12	4	-13
> CC(C)NC(=O)N(C)C[C@H]1Oc2c(NC(=O)C3CCCCC3)cccc2C(=O)N([C@H](C)CO)C[C@@H]1C
→ 7	2	2	4	-0.1	1	6	-1	-1
> CN(C(=O)c1ccc(NC(=O)Cc2ccc(NC(=O)C3CCCN(C(=O)c4ccccc4)C3)cc2)cc1)C1CCCC1 (centres undefined)
→ 9	0	1	1	1.8	0	-12	-7	-4
> O=C(Nc1cccnc1)C1CCC(CNS(=O)(=O)c2cccc3nsnc23)CC1 (centres undefined)
→ -16	3	-8	-12	3.4	7	16	-7	5
> O=C(CCc1ccccc1)Nc1ccc(N2CCCCC2)cc1
→ 10	1	-3	3	-4.2	-3	-6	4	-6
> Cc1noc(/C=C/N(C)C)c1S(=O)(=O)N(C)CC(=O)NC1CCCCC1
→ 12	1	-2	9	-5.6	-8	0	3	-13
> CC1CCCCN1C(=O)N[C@@H](Cc1ccccc1)C(=O)O (some centres undefined)
→ -1	2	-2	5	1.6	-7	-4	9	-10
> CCOC(=O)CN1CCC(c2cc(-c3ccc(Cl)cc3)n[nH]2)CC1
→ -6	18	3	6	1.7	11	-22	-4	-13
> COc1ccc(NC(=O)/C(=C\c2ccc(OS(=O)(=O)c3ccc(C)cc3)cc2)NC(=O)c2ccccc2)cc1
→ -3	4	2	6	5.4	13	24	-7	3
> Cc1ccccc1N1C(=O)c2ccccc2NC1c1ccncc1 (centres undefined)
→ -2	0	-1	4	1.0	-5	-7	-1	-7
> Cc1cc(-c2nnc(-c3ccccc3)c(-c3ccccc3)n2)c(C)o1
→ 6	0	1	4	-0.5	1	-2	2	-7
> COc1ccccc1N(C)S(=O)(=O)c1ccc(C(=O)NC2CCCCCC2)cc1
→ -18	13	-3	-3	-0.8	14	8	-9	3
> S=c1[nH]ncn1NCc1cccc(Br)c1
→ 1	1	-8	5	0.9	-9	-1	4	-5
> O=C(NC(=S)NCCC1=CCCCC1)c1ccccc1Br
→ -16	2	-6	-6	1.3	2	5	-5	-2
> Cc1cc(=O)oc(C)c1C(=O)NC1CCCCCCC1
→ 4	0	0	2	-2.1	4	-2	6	-5
> CC(=O)Oc1ccc(N(C(C)=O)S(=O)(=O)c2ccc(C)c([N+](=O)[O-])c2)cc1
→ 8	3	-3	6	0.6	3	-8	-3	-2
> OC(CC#CCN1CCCCC1)(c1ccccc1)c1ccccc1
→ -18	2	-19	-29	1.2	26	44*	-30	97*
> Cn1c(C(=O)N[C@@H](Cc2ccccc2)C(=O)O)cc2cc(Cl)ccc21
→ 9	0	-2	12	-0.7	8	-18	-2	-17
> Cc1ccccc1OCCC(=O)Nc1cccc(S(=O)(=O)Nc2ccccc2Cl)c1
→ -10	7	-1	-12	-0.9	8	10	-10	21
> COc1ccc(CNC(=O)CC23CC4CC(CC(C4)C2)C3)cc1OC
→ 6	3	0	4	1.0	9	0	2	-6
> Cc1ccc(C(=O)CSc2nc(C)cc(C)c2C(N)=O)cc1
→ -3	2	3	5	2.8	-7	1	1	-19

# An excerpt from above in order of heavy-atom count, low to high.
# Value order: M4 PAM	M4 ag	M5 ag	CHRM1 PAM	CRFBP-R2 agonist	CHRM5 antagonist	CHRM4 antagonist	M5 PAM	CHRM1 antagonist
> Cc1ccc(C(=O)CSc2nc(C)cc(C)c2C(N)=O)cc1
→ -3	2	3	5	2.8	-7	1	1	-19
> Cc1cc(-c2nnc(-c3ccccc3)c(-c3ccccc3)n2)c(C)o1
→ 6	0	1	4	-0.5	1	-2	2	-7
> O=C(Nc1cccnc1)C1CCC(CNS(=O)(=O)c2cccc3nsnc23)CC1 (centres undefined)
→ -16	3	-8	-12	3.4	7	16	-7	5

# (listing goes on)
# Value order: M4 PAM	M4 ag	M5 ag	CHRM1 PAM	CRFBP-R2 agonist	CHRM5 antagonist	CHRM4 antagonist	M5 PAM	CHRM1 antagonist
> O=C(CN(Cc1ccccc1)C(=O)CSc1nnc(COc2ccccc2)o1)NC1CCCC1
→ -1	0	1	17	0.5	8	1	-4	-31
> c1ccc(CN2CN=C(Nc3nc4ccccc4s3)NC2)cc1
→ -3	2	-3	6	1.0	-8	-9	2	-6
> CCN(CC)C(=O)CSc1nc2ccccc2c(=O)n1CCC(=O)N1CCN(c2ccccc2)CC1
→ -3	0	2	-2	-1.3	8	4	-3	6
> CN1CCN(C(=O)c2ccc(Oc3ccc([N+](=O)[O-])cc3)cc2)CC1
→ 0	3	1	1	1.1	11	-1	2	0
> Cc1ccc(S(=O)(=O)N2CCCCC2)cc1NC(=O)Cn1cnnn1
→ 0	0	-1	-2	3.3	-5	-7	9	-5
> Cc1ccc(-c2noc(CN(C)C(=O)Nc3ccc(F)cc3)n2)cc1
→ 1	4	3	-8	-0.3	4	-6	-2	6
> O=C(CC(C(=O)O)c1ccc(F)cc1)c1ccc(Cl)cc1 (centres undefined)
→ 1	0	-2	8	1.4	-1	9	4	-8
> COC(=O)c1ccc2c(c1)C(C)(C)C(/C=C/c1ccc(OC)c(OC)c1OC)=[N+]2C
→ -9	1	-5	-4	2.9	-2	32*	-7	8
> O=C(COC(=O)C(c1ccccc1)c1ccccc1)NCc1ccco1
→ -8	3	-3	5	-0.9	-2	-7	-6	-2
> O=C1OCCC1Sc1nnc(-c2ccc(O)cc2)o1 (centres undefined)
→ 8	1	1	0	-1.8	0	-3	-1	6
> COc1ccc(CCNC(=O)C2C3CCC(C3)C2C(=O)O)cc1OC (centres undefined)
→ -3	0	-1	-2	-0.3	17	4	-4	-4
> COc1ccccc1C=NNC(=O)c1ccccc1OCCOc1ccccc1
→ -8	16	-5	-10	-1.3	11	-8	-34	21
> CCN1CCN(CCNC(=O)CS(=O)(=O)Cc2nc(-c3ccc(C)cc3)oc2C)CC1
→ -1	-1	-1	3	-0.6	-3	-18	-1	-5
> CCS(=O)(=O)Nc1ccc(-c2nc3cccnc3s2)cc1
→ 8	6	4	1	89*	-3	-12	-1	-2
> COc1ccc(NC(=O)CSc2nc3[nH]ncc3c(=O)[nH]2)c(OC)c1
→ -3	0	-4	-6	-2.7	1	-1	-4	20
> CC(=O)N1CCN(Cc2nc3cc([N+](=O)[O-])ccc3n2C)CC1
→ 2	2	-2	11	0.1	-2	-8	-4	-13
> Nc1nc(NCC2CCCO2)nc(Nc2ccc(F)cc2)c1[N+](=O)[O-] (centres undefined)
→ 3	1	1	7	-0.8	1	6	-2	-9
> CCOc1cc(C(N)=O)cc(Br)c1OC
→ 3	0	-2	1	-0.9	5	-3	-4	4
> Cc1ccc(NC(=O)CN2C(=O)N/C(=C/c3ccc(C)o3)C2=O)cc1
→ -2	1	0	8	1.3	0	-1	1	-4
> N#CC1(NC(=O)CN2c3cccc4cccc(c34)S2(=O)=O)CCCCC1
→ -2	2	2	4	0.1	-1	-9	-3	-3
> Cc1noc(C)c1C(=O)N1CCCC(C(=O)c2cccc(C(F)(F)F)c2)C1 (centres undefined)
→ -8	1	-3	-8	1.1	-4	6	0	2
> CSc1nc2ccc(NS(=O)(=O)c3ccccc3F)cc2s1
→ -3	3	-3	-7	0.6	4	-7	-3	10
> O=C(/C(=C/O)N=Nc1cccc(C(F)(F)F)c1)c1ccccc1
→ 3	0	3	9	2.7	-6	-1	4	-2
> CN(C)C(=O)c1ccc(NC(=O)c2ccccc2Sc2ccccc2C#N)cc1
→ 3	0	1	1	-2.1	5	-8	-4	-6
> COc1ccc(Cl)cc1NC(=O)CCNS(=O)(=O)c1cccc2nonc12
→ -1	2	-2	0	-0.5	12	4	0	1
> Cc1cc(=O)[nH]c(N/N=C/c2c(C)nn(-c3ccccc3Cl)c2Cl)n1
→ -2	2	4	-5	1.5	3	4	-2	13
> CCCCN(CC(=O)Nc1c(C)cccc1CC)C(=O)SCC
→ 15	0	-3	10	-0.1	-4	-4	5	-20
> CCC1(CC)NC(=O)N(CC(=O)N2CCN(c3ccccc3F)CC2)C1=O
→ 4	2	1	4	0.3	6	-18	1	-4
> Cc1cccc(NC(=S)NC(=O)/C=C/c2ccco2)n1
→ 2	3	0	3	-0.6	3	-7	1	-7
> Cc1cccc(C(=O)N(Cc2nc3ccccc3c(=O)[nH]2)C2CCCCC2)c1
→ 2	2	1	0	-2.2	-1	-10	-1	5
> O=C(C1COc2ccccc2O1)N1CCN(S(=O)(=O)c2ccccc2)CC1 (centres undefined)
→ 2	4	0	5	-2.1	3	-6	-3	-2
> O=C(Nc1ccc(Cl)cc1)NN1CCCCCC1
→ 1	2	-2	3	-3.3	14	0	-8	-8
> CC1CCCC(C)N1C(=O)COC(=O)c1ccc[nH]c1=O (centres undefined)
→ 6	1	0	6	2.9	-3	4	1	-15
> CCc1nnc(NC(=O)C2=CCN(S(=O)(=O)c3ccccc3)CC2)s1
→ -7	1	0	3	-2.6	15	-1	-7	-9
> CCCCCn1c(CCC(=O)Oc2ccccc2OC)nc2c1c(=O)[nH]c(=O)n2CCCC
→ 8	1	-5	8	-1.5	-10	-15	1	0
> Cc1ccc(S(=O)(=O)N(C)C)cc1NC(=O)CSc1nc2ccccc2c(=O)n1CC1CCCO1 (centres undefined)
→ 2	1	-4	5	-0.1	8	-1	-6	-11
> Nc1[nH]c(C(=O)c2ccccc2)c(-c2ccccc2Br)c1C(=O)NCCc1c[nH]c2ccccc12
→ 1	4	1	x	x	4	6	2	x
> O=C(NCc1cccs1)c1nn2cccnc2c1Cl
→ 12	1	-1	7	-1.8	-1	8	2	-15
> COc1ccccc1N1CCN(S(=O)(=O)c2ccc(-c3cnc(C4CC4)o3)cc2)CC1
→ -8	-1	-4	-3	0.1	17	8	-7	-1
> CCOc1cc(N2CCOCC2)c(OCC)cc1NC(=O)c1ccc(C)s1
→ -11	0	0	8	-0.2	-2	4	-6	-4
> COc1ccccc1OCc1nnc(SCC(=O)Nc2ccc(C)cc2)n1C
→ -1	1	-4	7	-0.6	8	-7	-12	-5
> Cc1ccc(CN2C(=O)C(C)Nc3ncnc(N4CCN(c5ccccn5)CC4)c32)cc1 (centres undefined)
→ -5	5	-6	-6	-1.2	3	6	-2	4

# Screens as filed in PubChem.

# Rows are unselected; overall some 2.8% were active at least once.
